Source: PubChem
H9c2 TAG inh – reduces triacylglycerol accumulation in H9c2 cells; Nile Red lipid (TAG) fluorescence; cells loaded with 200 µM oleic acid; inhibition, % at 12.5 µM; hit rate 0.66% among 230,000; AID 651582;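 active means pattern-corrected inhibition of lipid staining of at least 50% with the nuclear-stain viability signal not falling by more than 50%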;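 further: 0% = DMSO wells and 100% = triacsin C control wells; some results filed as inactive read as strong as hits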
H9c2 TAG inh DAPI viability – recorded beside H9c2 TAG inh, whose call it bears; DAPI nuclei signal change (viability), lower = more cytotoxic, %;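 whole-well DAPI fluorescence read on a plate reader as a viability signal; minus 50 percent equals half of cells still viable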
Numbers without * were called inactive. Some of the compounds tested, so the mix of outcomes need not match the whole.

SMILES | H9c2 TAG inh | H9c2 TAG inh DAPI viability
Cc1c(C(=O)N2CCN(c3ccc(C(F)(F)F)cn3)CC2)oc2ccccc12 | 1 | -8
CCC(C)NC(=O)C1(N2C(=O)c3ccccc3C2=O)CCCC1 (stereo not given) | -24 | -3
CN(Cc1ccccc1)C(=O)c1ncn2c1C(=O)N(C)CC2 | 8 | -3
Cc1cc(Cl)ccc1NNC(=O)CCc1ccccc1 | -7 | -6
CCCCN(C(=O)c1cc(S(=O)(=O)N2CCOCC2)ccc1N1CCOCC1)c1ccccc1 | 4 | -2
CC1(Cc2ccc(F)cc2)C(=O)Nc2ccc(-c3cccnc3)cc21 (stereo not given) | -23 | 8
COc1ccc(Cn2cnc3c(N)c(C)c(C)cc32)cc1 | -29 | 2
CCOC(=O)C1CCCN(C(=O)C2COc3ccccc3O2)C1 (stereo not given) | -18 | -1
O=C(NCc1ccccc1)C1=C[C@H](c2csc3ccccc23)C[C@H](OCCCCO)O1 | 16 | -6
CC(=O)Nc1ccc(S(=O)(=O)N2CCN(c3ccc(C(C)=O)cc3)CC2)cc1 | -20 | 20
Cc1cc(C)n(-c2nnc(N3CCN(c4ccccc4)CC3)nn2)n1 | -1 | -18
Nc1ncnc2c1ncn2[C@@H]1O[C@H](CO)C[C@H]1O | 68 | -67
O=CN1CCN(C(C(=O)NC2CCCC2)c2cc3c(cc2[N+](=O)[O-])OCO3)CC1 (stereo not given) | -1 | 4
CCCOC1CCCN(C(=O)c2ccc(OC3CCN(C(=O)CCOC)CC3)cc2)C1 (stereo not given) | -3 | 8
COc1ccc(-c2csc(N(CC3CCCO3)C(=O)c3ccco3)n2)cc1 (stereo not given) | 13 | -5
CC(C)(C)c1nnc2sc(SCC(=O)NCc3ccco3)nn2c1=O | 0 | 1
O=C(CN1CCN(C(=O)C2COc3ccccc3O2)CC1)Nc1ccc(F)cc1 (stereo not given) | -7 | -1
COc1ccccc1NS(=O)(=O)c1cc(C(=O)NCC(C)(C)N2CCOCC2)ccc1C | 1 | -3
Cc1ccc(NS(=O)(=O)c2ccccc2)c(NS(=O)(=O)c2ccccc2)c1 | -8 | 2
CCOc1ccccc1C(=O)NCC(=O)NNC(=O)c1cccs1 | 5 | 4
CC1(c2ccc(OC(F)F)cc2)NC(=O)N(CC(=O)Nc2ccc(N3CCCCC3)cc2)C1=O (stereo not given) | 3 | 7
CCCOc1cc(CN2CCCCC2)cc(C(C)=O)c1 | -4 | 0
Clc1ccc(-n2cccc2CN2CCc3c([nH]c4ccccc34)C2c2ccccn2)nc1 (stereo not given) | 2 | 36
CC(C)CCOc1ccc(C(=O)NN2C(=O)NC3(CCCCC3)C2=O)cc1 | 0 | -2
CC1=C(/C=C/C(C)=N\NC(=O)c2ccncc2)C(C)(C)CCC1 | 7 | -9

One compound at a time, as listed above.
`CCOc1ccccc1C(=O)NCC(=O)NNC(=O)c1cccs1` in the list: H9c2 TAG inh: 5; H9c2 TAG inh DAPI viability: 4
`Cc1c(C(=O)N2CCN(c3ccc(C(F)(F)F)cn3)CC2)oc2ccccc12` in the list: H9c2 TAG inh: 1; H9c2 TAG inh DAPI viability: -8

Individual results from the results shown:
CCOc1ccccc1C(=O)NCC(=O)NNC(=O)c1cccs1 | H9c2 TAG inh DAPI viability = 4
CC(C)CCOc1ccc(C(=O)NN2C(=O)NC3(CCCCC3)C2=O)cc1 | H9c2 TAG inh = 0
CCC(C)NC(=O)C1(N2C(=O)c3ccccc3C2=O)CCCC1 (stereo not given) | H9c2 TAG inh DAPI viability = -3

Shown with tabs: entries from further up
compound	H9c2 TAG inh	H9c2 TAG inh DAPI viability
CCC(C)NC(=O)C1(N2C(=O)c3ccccc3C2=O)CCCC1 (stereo not given)	-24	-3
CN(Cc1ccccc1)C(=O)c1ncn2c1C(=O)N(C)CC2	8	-3

(list continues)
SMILES | H9c2 TAG inh | H9c2 TAG inh DAPI viability
CCOC(=O)C1=C(C)NC(C)=C(C(=O)OCC)C1c1sccc1C | 12 | -9
CCOC(=O)N1CCN(S(=O)(=O)N2CCCC(C(=O)NCc3ccc(C)cc3)C2)CC1 (stereo not given) | 13 | -12
O=C(NCCCc1ccccc1)c1ccccc1 | -5 | 14
Cc1ccc(OCCNC(=O)c2ccc(COc3ccccc3)o2)cc1 | 5 | -5
O=C(c1cccc(NS(=O)(=O)c2ccc(F)c(F)c2)c1)N1CCCCC1 | -1 | -4
O=C1c2ccccc2C(Nc2ccc3c(c2)OCCO3)N1Cc1ccco1 (stereo not given) | -25 | 8
CC(Sc1nnnn1C)C(=O)Nc1ccc(N2CCOCC2)cc1 (stereo not given) | 14 | -16
C=CCNc1ncnc2c1ncn2[C@H]1CN(Cc2ccc(-c3ccccc3)cc2)C[C@@H](CO)O1 | 4 | -7
C[C@@H]1COC(=O)[C@@H](NC(=O)OCC2c3ccccc3-c3ccccc32)C/C=C\C[C@@H](CC(=O)N(CCO)Cc2ccccc2)C(=O)N1 | -45 | 7
Cc1cc(C(=O)CSc2nnc(-c3ccco3)o2)c(C)n1C | -26 | -3
COc1ccc(/C=C(\C#N)C(=O)Nc2cccc3ncccc23)cc1OC | 3 | 2
CC(C)Oc1ccc(CN2CCC(n3nccc3NC(=O)CCc3ccccc3)CC2)cc1 | 12 | 5
Cc1ccn2cc(CNS(=O)(=O)c3ccc4c(c3)OCCO4)nc2c1 | -7 | 1
O=C(Oc1c(-c2ccco2)oc2ccccc2c1=O)c1cccnc1 | 14 | 6
CC(C)CC(NC(N)=O)C(=O)Nc1cccc([N+](=O)[O-])c1 (stereo not given) | -2 | -9
Cc1cc(NC(=O)C2C3C(=O)N(Cc4ccc(Cl)cc4)C(C(=O)NCc4ccccc4)C34C=CC2(C)O4)no1 (stereo not given) | -5 | 2
Cc1cc(NC(=O)Cn2c(=O)c3c(ncn3CC(C)C)n(Cc3ccccc3)c2=O)no1 | 6 | -1
Cn1c(SCC(=O)NC2CC2)nnc1-c1ccccc1Cl | 9 | 7
Cc1ccccc1NC(=O)NCCN1C(=O)C2C3C=CC(C3)C2C1=O (stereo not given) | 8 | -6
CC(CC(=O)O)CC(=O)N1CCN(S(=O)(=O)c2cccs2)CC1 (stereo not given) | -8 | -9
O=C(O)CC1(c2ccccc2)C(=O)c2ccccc2C1=O | 31 | -21
O=[N+]([O-])c1ccccc1S(=O)(=O)Nc1ccc2c(c1)OCCO2 | -3 | -9
CC(=O)c1c(C)[nH]c(C(=O)NC2CCCCC2)c1C | -15 | 2
CCOC(=O)C1(Cc2cccc(Cl)c2)CCCN(C(=O)C(C)(C)C)C1 (stereo not given) | -29 | 4
O=[S@]1Oc2ccccc2-c2ccccc21 | 5 | 3

Reformatted: entries from further up
structure,H9c2 TAG inh,H9c2 TAG inh DAPI viability
Clc1ccc(-n2cccc2CN2CCc3c([nH]c4ccccc34)C2c2ccccn2)nc1 (stereo not given),2,36
CC(C)CCOc1ccc(C(=O)NN2C(=O)NC3(CCCCC3)C2=O)cc1,0,-2
CC1=C(/C=C/C(C)=N\NC(=O)c2ccncc2)C(C)(C)CCC1,7,-9

Next structures:
SMILES | H9c2 TAG inh | H9c2 TAG inh DAPI viability
S=C(Nc1cccc(Cl)c1Cl)NC1CCN(Cc2ccccc2)CC1 | -18 | 11
CS(=O)(=O)N1CCN(CCN2C(=O)c3cccc4cccc(c34)C2=O)CC1 | 2 | -3
O=C(CCC(=O)N(CC(=O)NC1CCCC1)Cc1cccs1)Nc1nccs1 | 7 | -3
COc1ccc(/C(O)=C2/C(=O)C(=O)N(CC3CCCO3)C2c2ccc(OC)c(OC)c2)cc1 (stereo not given) | -3 | 1
C=CCNC(=O)CCCC(=O)NCC=C | 4 | -4
COc1cc2oc(=O)cc(-c3ccc(-c4ccc(C(F)(F)F)cc4)cc3)c2c(OC)c1OC | -14 | 6
COc1ccc(-c2nc(C#N)c(NCCCN3CCOCC3)o2)cc1 | -7 | 10
COC(=O)[C@]1(Cc2ccccc2)N[C@H](CN(C)C(=O)COc2ccccc2)[C@@H]2C(=O)N(Cc3ccccc3)C(=O)[C@@H]21 | 8 | -15
CC(C)=C1C2CCC1C(C(=O)NCc1ccccc1)C2C(=O)O (stereo not given) | -3 | -11
COCCCNC(=O)Cn1c(=O)n(CC(=O)NCCc2ccc(OC)c(OC)c2)c(=O)c2sccc21 | 7 | -11
Cc1ccc(C(=O)Nc2ccccc2C(=O)O)cc1S(=O)(=O)Nc1ccccc1 | -7 | 6
CCOCCc1nnc(NC(=O)CCC2CCCCC2)s1 | 6 | -5
O=C(NNc1nc2c(F)cccc2s1)c1ccc(F)cc1 | 1 | 4
O=C(Nc1ccccc1Cl)c1ccc2nsnc2c1 | -6 | 3
O=C(CSc1nnc2ccc(-c3ccccn3)nn12)Nc1ccccc1F | -12 | -6
O=C(CN1C(=O)CCC1=O)Nc1ccc2c3c(cccc13)CC2 | 4 | -6
Cc1ccc(S(=O)(=O)N2CCN(C(=O)CN3C(=O)c4ccc([N+](=O)[O-])cc4C3=O)CC2)cc1C | 6 | -4
Cc1ccc(-c2nn(-c3ccccc3)cc2NC(=O)CCl)cc1 | 51* | -37*
O=C1CSC(=S)N1Cc1cccnc1 | 23 | -11
O=C(NNc1ccc(Cl)cc1)c1c(F)cccc1Cl | -24 | -1
C[C@H](CO)N1C[C@H](C)[C@@H](CN(C)S(C)(=O)=O)Oc2ccc(NC(=O)c3ccncc3)cc2C1=O | -29 | 1
O=C(NCc1ccco1)C1CC(c2cc(C(F)(F)F)cc(C(F)(F)F)c2)=NO1 (stereo not given) | 32 | -24
COc1ccc(C(C)=O)cc1CN1C(=O)NC(CC(C)C)C1=O (stereo not given) | -3 | 5
CCOc1cccc(SCc2noc(C(=O)NCCOC)c2C(=O)O)c1 | -18 | -2
Nn1cc(-c2ccccc2)nc1SCC(=O)NCC1CCCO1 (stereo not given) | -9 | -3

The list goes on.
SMILES | H9c2 TAG inh | H9c2 TAG inh DAPI viability
COc1cccc(CN(CC(=O)NCc2ccccc2)S(=O)(=O)CCl)c1 | 8 | 2
C1=CC2c3ccccc3NC(c3ccncc3)C2C1 (stereo not given) | -14 | 14
CCOc1ccccc1NC(=O)N1CCCC1C(=O)Nc1ccc(-n2cnnn2)c(C)c1 (stereo not given) | 56* | -8.4*
CSc1ccc(S(=O)(=O)NCCCOC(C)C)cc1 | -7 | 9
COCCn1c(C)cc(C(=O)Cn2nc(C(=O)O)c3ccccc3c2=O)c1C | 2 | 3
Cc1cc(C)n(S(=O)(=O)c2ccc(C)c(C)c2C)n1 | -4 | -3
CC(=O)N(O)CCCCCNC(=O)CCC(=O)N(O)CCCCCNC(=O)CCC(=O)N(O)CCCCCNC(=O)CCC(=O)O | -6 | -4
C=CCn1c(SCC(=O)c2c(N)n(C)c(=O)n(C)c2=O)nnc1-c1ccccc1F | -4 | 7
COc1cccc2sc(Nc3nc(C)c(C(C)=O)s3)nc12 | -20 | 4
CC1CCCN(S(=O)(=O)c2ccc3c(c2)CCN3C(=O)C2CCC2)C1 (stereo not given) | -35 | 5
COC(=O)NCC(c1cccnc1)N1CCN(c2ccccc2)CC1 (stereo not given) | 6 | -10
O=C(Cc1c[nH]c2ccccc12)Nc1ccc(N2CCOCC2)cc1 | 5 | 4
COC(=O)c1ccc(COc2cccc(C)c2C)cc1 | -19 | -1
CN(Cc1ccc(F)cc1)C(=O)c1cccc(S(=O)(=O)NCc2ccccc2)c1 | -11 | -5
COc1ccc(OC)c2sc(N3CCCCC3)nc12 | -16 | 13
FC(F)(F)c1nc2nncn2c2c1CCCCC2 | -7 | 0
O=C(CSc1nnc(-c2ccccc2)o1)NC1CC1 | -9 | 5
C[C@@]12C(=O)N(c3cccc(F)c3)C(=O)N1[C@H](c1ccc(Cl)cc1)[C@@H]1C(=O)N(C3CCCCC3)C(=O)[C@@H]12 | 12 | 0
N#C[C@]1(S(=O)(=O)c2ccccc2)C[C@@H]2ON=C(c3cccc(Br)c3)[C@@H]2C1 | -22 | -10
CC(C)(C)c1ccc(/C=C(\C#N)C(=O)NC2CC2)cc1 | 5 | -5
O=C1c2ccccc2C(=O)N1c1ccc(Cc2ccncc2)cc1 | 3 | -4
O=C(Nc1ccc(F)cc1)NC1CCCCCCC1 | -13 | 6
COC(=O)/C(=C\Nc1ccccc1)NC(=O)c1ccc(Cl)cc1Cl | -8 | 3
COc1ccc(OC)c(N/C(N)=N/c2nc(C)cc(C)n2)c1 | -24 | -12
O=C(N[C@@H]1c2ccccc2CC[C@@H]1OCc1ccccc1)c1ccc(C(F)(F)F)cc1 | -18 | 2

Next part
SMILES | H9c2 TAG inh | H9c2 TAG inh DAPI viability
CC(C)(C)OC(=O)NCCCC[C@H](NC(=O)c1[nH]cnc1C(=O)N[C@@H](Cc1ccccc1)C(=O)OCc1ccccc1)C(=O)OC(C)(C)C | -3 | -6
COCCNC(=O)C(=O)NCC1OCCCN1S(=O)(=O)c1cccs1 (stereo not given) | 6 | 10
CCOC(=O)c1ccc(NC(=O)CSc2nc3c(c(=O)n2C)SC(C)C3)cc1 (stereo not given) | 0 | 8
Cc1ccc(NC(=O)C2CC(=O)n3c(nc4ccccc43)N2)cc1C (stereo not given) | 3 | 7
CCOc1ccc(CCNC(=O)COC(=O)c2cccc(N(C)C)c2)cc1OCC | 44 | 2
O=C(COC(=O)c1ccccc1Cl)Nc1cccc(S(=O)(=O)N2CCCCC2)c1 | -28 | 2
COc1cc([C@H]2[C@@H]3CCCC[C@]3(O)CCN2Cc2ccccc2F)ccc1O | -2 | 2
COc1ccc(N2CCN(C(=O)CCCSc3nc4ccccc4[nH]3)CC2)cc1 | -3 | 17
COC(=O)C(C)Sc1nnc(Cc2cc(=O)[nH]c(=O)[nH]2)n1-c1cccc(OC)c1 (stereo not given) | 5 | 8
COc1ccc(NC(=O)CN(C)C(=O)CN2C(=O)NC3(CCCC3)C2=O)cc1 | 8 | -4
O=c1c2c(n3nnnc3n1Cc1ccccc1)-c1ccccc1CC21CCCC1 | -22 | 10
O=C(NNc1ccc(Cl)cc1)c1sccc1Cl | -7 | 1
C/C(=N/NC(=O)Cc1cccc2ccccc12)c1cccs1 | -16 | 6
N#Cc1c(C(F)(F)F)cc(-c2cccc(Cl)c2)[nH]c1=O | -21 | 18
CC(=O)c1ccccc1OCCCN1CCCCC1 | -2 | 6
